# Screens from PubChem BioAssay.
# RAD52 inh = RAD52 DNA annealing inhibitors, primary screen, biochemical, FRET, single point, set 2; actives 0.46% (n = 360,000); inhibition, % at 18.7 µM; recombinant RAD52 DNA annealing, FRET fluorescence; DNA repair protein RAD52 homolog (Homo sapiens), P43351;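 active means every replicate showing at least 50% inhibition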
# ARNT-TACC3 inh = disruptors of ARNT/TACC3 protein interaction, primary screen, biochemical, AlphaScreen, single concentration; actives 0.66% (n = 390,000); inhibition, % at 9.99 µM; Transforming acidic coiled-coil-containing protein 3 (Homo sapiens), Q9Y6A5; AlphaScreen His-ARNT PAS-B/GST-TACC3 binding, luminescence; TACC3 fragment carries E629A point mutation;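 active means mean inhibition of replicates at least 50% and at least half of replicates each reaching 50%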;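 further: 0% = complete ARNT plus TACC3 wells and 100% = ARNT alone without TACC3; many hits fall short of the cut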
# ERp5 inh = inhibitors of ERp5-driven insulin aggregation, primary screen, biochemical, turbidity, absorbance 650 nm, single point. 90 min. inhibition, % at 9.99 µM. actives 0.05% (n = 350,000). Protein disulfide-isomerase A6 (Homo sapiens), Q15084;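 active means mean replicate inhibition above about 25%, with every replicate also reaching it, limit read from the data, passing the limit was not always enough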
# Target sequence (Q15084 whole entry, looked up): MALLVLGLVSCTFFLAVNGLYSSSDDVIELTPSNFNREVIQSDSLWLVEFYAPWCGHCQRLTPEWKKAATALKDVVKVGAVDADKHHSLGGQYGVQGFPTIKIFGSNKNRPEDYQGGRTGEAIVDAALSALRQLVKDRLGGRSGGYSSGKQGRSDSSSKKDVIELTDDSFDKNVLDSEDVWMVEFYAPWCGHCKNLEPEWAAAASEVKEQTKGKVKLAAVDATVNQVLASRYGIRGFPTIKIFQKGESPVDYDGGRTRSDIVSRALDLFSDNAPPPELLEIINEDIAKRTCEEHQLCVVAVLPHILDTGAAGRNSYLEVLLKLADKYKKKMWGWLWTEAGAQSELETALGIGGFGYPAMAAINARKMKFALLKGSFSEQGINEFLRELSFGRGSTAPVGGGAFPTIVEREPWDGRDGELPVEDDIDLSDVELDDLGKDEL
# RAD54 branch = inhibitors of human RAD54 branch migration, primary screen, biochemical, fluorescence, single point | actives 0.14% (n = 360,000) | RAD54 Holliday junction branch migration, FAM/BHQ fluorescence | AID 602329, 2012 | inhibition, % at 10.4 µM | DNA repair and recombination protein RAD54-like (Homo sapiens), Q92698;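 active means mean normalized replicate activity at least 40 and at least half of replicates scoring 40 or more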;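 further: 0% = median of neutral control wells and 100% = median of positive control wells; inhibitors cause a drop in the FAM fluorescence signal; in these data hits start at about 50%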
# CASP6 VEID inh = human caspase-6 inhibitors, primary screen, biochemical, VEID-R110 fluorescence, single point, set 2; P55212; purified caspase-6, Z-VEID-R110 cleavage fluorescence; inhibition, % at 12.5 µM; actives 0.53% (n = 350,000); AID 686996, 2013;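 active means mean inhibition across replicates at least about 35%, with every replicate also reaching that limit, limit read from the data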;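 further: 0% = median of neutral control wells and 100% = no fluorescence left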
# Target sequence (P55212 24-179 limits assumed): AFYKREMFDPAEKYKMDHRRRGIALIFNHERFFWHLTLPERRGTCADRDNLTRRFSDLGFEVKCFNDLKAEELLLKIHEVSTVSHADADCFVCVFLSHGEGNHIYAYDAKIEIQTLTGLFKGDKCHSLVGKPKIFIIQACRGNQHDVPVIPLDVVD
# Target sequence (P55212 194-293 limits assumed): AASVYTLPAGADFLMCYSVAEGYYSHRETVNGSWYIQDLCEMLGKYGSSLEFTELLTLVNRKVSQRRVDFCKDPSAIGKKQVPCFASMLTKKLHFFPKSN
# esBAF inh = Bmi1 luciferase reporter increase in mESCs, primary screen, esBAF inhibitor project, mouse ES cells, Bmi1 luciferase knock-in, single point; 24 h; 100% = twice the neutral-well signal; reporter increase, % at 12.5 µM; AID 602393, 2012; actives 2% (n = 350,000); in the data active means activation above about 40%;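 further: 0% = median of the plate's neutral control wells and 100% = double that signal; a rise in the Bmi1 reporter signal indicates esBAF inhibition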
# PglD inh = C. jejuni PglD acetyltransferase inhibitors, primary screen, biochemical, DTNB colorimetric, single point. AID 602405, 2012. purified PglD enzyme, DTNB colorimetric CoA detection. inhibition, % at 12.5 µM. actives 0.098% (n = 360,000); in the data active means inhibition above about 16%, passing the limit was not always enough; further: strong numbers were not always called active
# E-sel inducer = E-selectin induction in HUVECs, primary screen, imaging, HUVEC, immunofluorescence imaging, single point. P16581. normalized: neutral wells 0, TNF-alpha wells 100. activation, % at 7.58 µM. actives 0.37% (n = 260,000). AID 686992, 2013;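 active means mean E-selectin-positive cell signal at least 10% of the positive control, reached in at least 60% of replicates, without over 20% cell loss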;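 further: in these data hits start at about 27%; measured in HUVEC primary endothelial cells; signal is the percent of cells scored E-selectin positive by PE staining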
#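 Read-out: % PE-positive cells | Test system: HUVEC | Doses: One compound dose added by pin transfer | Buffer or medium: EGM-2 over gelatin coat | Signal: Immunofluorescence imaging | Benchmarks: TNF-alpha, DMSO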
# * = called active by the depositor; · = no result given; & = joins results of further samples.
# The line under a structure holds: RAD54 branch, RAD52 inh, PglD inh, CASP6 VEID inh, E-sel inducer, esBAF inh, ARNT-TACC3 inh, ERp5 inh
COC(=O)C1CCN(c2cc(=O)n(Cc3ccc(F)cc3)c(=O)[nH]2)CC1
    6, -19, 4, 3, ·, -6, 23, 0
CC(=O)c1ccc(OCC(O)CN2CCN(S(=O)(=O)c3c(C)cc(C)cc3C)CC2)cc1 (stereo not given)
    -2, 1, 1, 3, 0.1, 0, -5, -3
COc1ccc(S(=O)(=O)Nc2cccc3c2O[C@@H](CN(C)S(=O)(=O)c2cn(C)cn2)[C@H](C)CN([C@@H](C)CO)C3=O)cc1
    -1, 5, 0, 1, 0.0, 1, -2, 1
Cc1noc(C)c1NC(=O)N(C)C[C@@H]1Oc2c(NC(=O)Nc3cccc4ccccc34)cccc2C(=O)N([C@@H](C)CO)C[C@H]1C
    -17, 6, 2, 7, -5.8, 6, 0, -3
COc1cc(/C=N/NC(=O)c2cccnc2)ccc1OS(=O)(=O)c1ccc(C)cc1
    ·, -11, ·, 1, 1.1, ·, -4, 6
COc1ccccc1N1CCN(S(=O)(=O)CCNC(=O)C2CCCCC2)CC1
    9, -4, -1, 3, 2.2, 0, 26, 4
Cc1cc(C)cc(OC(=O)CCN2C(=O)c3ccccc3C2=O)c1
    -4, -12, -3, 3, ·, -1, -13, 1
O=C(c1ccc(Oc2ccc([N+](=O)[O-])cc2)cc1)N1CCCCCC1
    1, -5, 16, 4, 1.1, 5, 3, 1
CC(C)(C)NC(=O)c1ccc2nsnc2c1
    ·, -12, ·, 2, ·, ·, -2, 1
CCn1nc(C)c(CNC(=O)Nc2ccc3c(c2)OCO3)c1C
    -1, -12, -1, 2, 0.2, 37, 0, 1
O=C(Nc1ccon1)c1ccc(OC2CCCC2)cc1
    -4, ·, -7, ·, 1.0, ·, -2, ·
COc1cccc(OCc2cc(C(=O)NC(C)c3cnn(C)c3C)no2)c1 (stereo not given)
    11, -3, 5, 3, ·, 44*, 8, 3
COc1ccc([Si](C)(C)[C@@H]2[C@@H](CC(=O)N3Cc4ccccc4C[C@H]3CO)O[C@]3(C(=O)N(Cc4ccc(I)cc4)c4ccccc43)[C@H]2C)cc1
    2, 3, -5, 2, ·, ·, 16, -2
O=C(C1CC1)N1CCCCN2[C@@H](CO)[C@@H](c3ccc(-c4cccc(F)c4)cc3)[C@@H]2C1
    -6, ·, -5, ·, -0.1, ·, 1, ·
COc1cccc(-c2sc3ccc(OC)cc3c2C#CC(C)(C)O)c1
    2, -24, 6, 1, 0.2, -9, 1, -5
N#C[C@@H]1[C@@H](c2ccc(C3=CCCCC3)cc2)[C@H](CO)N1S(=O)(=O)c1ccccc1
    4, -73, 2, -5, -0.2, -3, -2, -3
Cc1cc(C)n(CC(=O)c2ccc(Cl)cc2)n1
    -3, -3, 0, 0, 0.6, -5, -4, -7
O=C(NCCCN1CCOCC1)c1ccc(CSCc2cccc(Cl)c2)o1
    -7, -12, 2, -5, -0.2, 0, 1, 6
O=C(CCCN1C(=O)c2ccccc2C1=O)N1CCN(c2ccccn2)CC1
    6, ·, -192, ·, ·, 6, 27, ·
Cc1ccc(S(=O)(=O)N(C)C[C@@H]2Oc3ccc(NC(=O)Nc4ccccc4)cc3C(=O)N([C@@H](C)CO)C[C@H]2C)cc1
    -3, -8, 24, 1, -0.1, -4, 3, 0
Cc1ccc(-c2nc(S(=O)(=O)c3ccc(C)cc3)c(SCC(N)=O)o2)cc1
    -5, -11, 2, 5, ·, 2, -6, -2
C[C@@H]1CN([C@@H](C)CO)C(=O)Cc2cc(NC(=O)C3CC3)ccc2O[C@H]1CN(C)C(=O)Nc1cccc2ccccc12
    -6, 1, 1, 1, 1.1, -2, -3, 1
Cc1ccc(CSc2nc3c(c(=O)[nH]2)CCC3)cc1
    -5, ·, 1, ·, ·, 0, -12, ·
Cc1cc(C)c(NC(=O)CS(=O)CC(=O)Nc2cccnc2)c(C)c1 (stereo not given)
    1, ·, -3, ·, ·, 0, -6, ·
C#CCCOC(=O)N1C2=NC(C(=O)OC)=C(C(=O)OC)[C@@H]3N(C)c4ccc(OC)cc4[C@]23C[C@H]1C(=O)OC
    -8, 8, -2, 0, 0.1, -8, -28, 1
CC(=O)N1c2ccc(S(=O)(=O)N3CCCCC3)cc2CC1C(=O)NCc1ccccc1C (stereo not given)
    0, -12, 1, -2, ·, 12, -1, -1
COc1ccc(N2CCN(C(=O)COC(=O)c3ccco3)CC2)cc1
    -8, -15, 4, -2, 1.9, -5, -5, -23
C/C(CC(=O)NC1CCCCC1)=N\NC(=O)Cc1ccc(-c2ccccc2)cc1
    ·, -6, ·, 0, 2.4, ·, -20, -2
C[C@@H](O)C#Cc1ccc2c(c1)O[C@H](CN(C)CC1CCOCC1)[C@@H](C)CN([C@@H](C)CO)S2(=O)=O
    -10, ·, 3, ·, 14, -7, -2, ·
COc1cccc(CN(C)C(=O)CC[C@H]2O[C@@H](n3ccc(=O)[nH]c3=O)[C@H](O)[C@@H]2O)c1
    -3, 3, 0, 5, 1.4, 1, ·, 13
CC(=O)Oc1ccc(C(=O)Nc2ccc3c(c2)OCCO3)cc1
    -2, -16, 2, 3, 0.3, -9, -1, -2
CC1CC(=O)NN=C1c1cccs1 (stereo not given)
    -5, -6, -4, -2, -0.6, -3, -10, -6
O=C(O)CCCC(=O)N1CCN(C(c2ccccc2)c2ccccc2)CC1
    ·, -13, ·, -1, 0.2, 4, 10, -3
OCCN1CCOCCOCCN(CCO)CCN(CCO)CC1
    -14, ·, -1, ·, ·, 5, -4, ·
O=C(CCC1CC(=O)Nc2ccccc21)NCc1cccnc1 (stereo not given)
    0, -6, 8, 2, -0.2, -3, 2, 5
O=C1C=CN(Cc2ccccc2)C(c2ccccc2)C1 (stereo not given)
    -1, ·, -2, ·, -0.1, -4, 2, ·
CC1CCCCC1NC(=O)CN1CCN(S(=O)(=O)c2ccc(Br)s2)CC1 (stereo not given)
    10, -11, 1, -2, -0.6, 0, 0, -2
CC1CCC(NC(=O)C2CCC(CNS(=O)(=O)c3ccc4c(c3)C(C)(C)C(=O)N4C)CC2)CC1 (stereo not given)
    5, 7, 2, 2, -0.4, -2, ·, 5
Cc1cccc(NC(=O)c2ccc3nsnc3c2)c1C
    ·, -4, ·, 0, 21, 0, -10, 1
O=C(NNc1nc(Nc2ccccc2)nc(N2CCOCC2)n1)Nc1ccc(Cl)cc1
    ·, -3, ·, 3, ·, ·, 0, 0
CC1CCCC(C)N1C(=O)COC(=O)c1ccc([N+](=O)[O-])o1 (stereo not given)
    -10, -5, 1, 7, -0.4, -4, 30*, 5
N#CCCn1cc(CNC2CCC(O)CC2)c2ccccc21 (stereo not given)
    -10, -5, 6, -4, -2.1, 0, 1, 1
C=CCn1c(O)c2ccc(C(=O)N=NC(=O)c3ccc(F)cc3)cc2c1O
    -7, -9, 1, 2, -0.4, 4, -4, 0
COc1ccc(C(=O)NCCCN(C)CCCNC(=O)c2ccc(OC)cc2)cc1
    7, 8, -1, -8, 0.2, -10, ·, -8
COc1ccc(-c2ccc3c(c2)S(=O)(=O)c2cccc(C(=O)NC4CC4)c2C3=O)cc1OC
    -7, -30, -4, -3, -0.2, -10, 2, 2
CSC1=NC(NCCCO)c2c(sc3c2CC(C)(C)OC3)N1 (stereo not given)
    -30, ·, -3, ·, -0.6, 1, -4, ·
Cc1nnc(NC(=O)c2ccncc2)s1
    1, ·, 1, ·, ·, 2, -5, ·
CCCNC(=O)N(C)C[C@@H]1Oc2cc(C#CC(C)(C)O)ccc2S(=O)(=O)N([C@H](C)CO)C[C@@H]1C
    -9, 4, 6, 1, -0.7, 3, -7, 0
C[C@H]1CN([C@@H](C)CO)C(=O)c2cc(C#CC3CCCC3)cnc2O[C@@H]1CN(C)C(=O)C1CCC1
    -3, -5, -1, 0, 0.1, -4, -17, 6
CN1CCN(c2ccc(Nc3ccnc4cc(Cl)ccc34)cc2)CC1
    53*, 88*, 7, -10, ·, -10, 10, -6

# Following part.
# The line under a structure holds: RAD54 branch, RAD52 inh, PglD inh, CASP6 VEID inh, E-sel inducer, esBAF inh, ARNT-TACC3 inh, ERp5 inh
C[C@H]1CN([C@@H](C)CO)S(=O)(=O)c2ccc(-c3ccccc3F)cc2O[C@@H]1CN(C)Cc1cccnc1
    -19, 17, 3, 0, 0.2, -2, -8, -3
CCCCNc1c(-c2cccc(OC)c2)nc2nc(C)cc(C)n12
    ·, -8, ·, 0, -0.2, ·, ·, 0
CCOc1ccccc1-n1c(N)c(C(N)=O)sc1=S
    3, ·, -2, ·, ·, -3, 19, ·
COc1cc2c(cc1OC)C1C(C(=O)Nc3ccccc3N3CCN(C)CC3)c3ccccc3C(=O)N1CC2 (stereo not given)
    ·, 1, ·, 0, 1.2, ·, 7, -5
O=C(Cc1ccc(Cl)cc1)NCc1ccccc1Cl
    ·, -7, ·, -4, ·, ·, -9, 7
Cc1nc2cc(Cl)c(Cl)cc2n1CCCO
    -10, 3, 1, -9, ·, ·, ·, 1
CC(=O)N(Cc1ccc2c(c1)OCO2)C1CC(=O)N(CCc2ccccc2)C1=O (stereo not given)
    -1, ·, 0, ·, ·, -3, -8, ·
CCC/C=C/c1ccc(CN2C(C)C(=O)N(Cc3cn(CCOCOC)nn3)CCS2(=O)=O)cc1 (stereo not given)
    -2, -9, 9, 0, 1.3, -6, ·, -4
O=C(NC[C@@H]1[C@@H](c2ccccc2)[C@H](CO)N1Cc1cccnc1)c1ccccn1
    8, -8, -57, ·, -0.3, -7, 0, 0
Cc1noc(C)c1S(=O)(=O)Nc1ccc2c(c1)CC(=O)N([C@@H](C)CO)C[C@@H](C)[C@H](CN(C)C(=O)Nc1ccc(C(F)(F)F)cc1)O2
    0, 15, 1, -4, 0.1, 2, 0, -4
CCc1ccc(-c2ccc(C(=O)O)cc2)nc1
    -2, ·, -5, ·, ·, 46*, -2, ·
COCC(C)NC(=O)c1cc(-c2ccc(OC)c(OC)c2)on1 (stereo not given)
    0, -6&4, 0, 19&19, ·, 5, 19, 5&0
CC(=O)N(C)C[C@H]1Oc2cc(C#CC(C)C)ccc2S(=O)(=O)N([C@H](C)CO)C[C@H]1C
    -9, 11, -1, 3, -0.3, -2, -2, 0
Cc1ccc(C(=O)NCCc2ccccc2)cc1S(=O)(=O)N1CCOCC1
    -1, -12, 0, 6, 0.2, 68*, 3, -2
CCC(C)(C)C1CCC2(CC1)NC(=O)N(CC(=O)N1CCN(S(=O)(=O)c3cc(C)ccc3C)CC1)C2=O (stereo not given)
    -21, -2, 3, -4, ·, ·, 2, 5
Cc1ccc2nc(SCC(=O)N3CCCCC3)nc(=O)n2c1
    -6, -5, 1, 1, ·, 10, 0, 4
Fc1cccc(CN2[C@@H]3CNC[C@H]2C3c2ccc(-c3cccnc3)cc2)c1 (stereo not given in full)
    ·, 17, ·, -1, -0.1, ·, ·, 3
COc1cc(O)c(C(CC(=O)N2CCOCC2)c2ccc(N(C)C)cc2)c(OC)c1 (stereo not given)
    -5, -11, -2, -2, -0.1, 12, 4, -1
